Screening data as filed in PubChem BioAssay.
EWS-Fli block: EWS/Fli transcriptional activity inhibition. A673 NR0B1-luciferase reporter, viability-normalised. inhibition, % at 12.6 µM. 350,000 tested, 0.67% active;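 active = mean inhibition of at least 50% after viability correction, with every replicate also passing that limit; inconclusive = mean reaches 50% but only one of two replicates passes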;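 also: firefly luciferase signal divided by Alamar Blue viability fluorescence both relative to DMSO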
SIRT5 inh: blocks human SIRT5 desuccinylation of peptide. Q9NXA8. Purified SirT5, succinyl-peptide AMC, trypsin-coupled fluorescence. inhibition, % at 15 µM. 330,000 tested, 1.1% active. AID 652115; in the data active = inhibition above about 15%; inconclusive = no clear call, values can overlap the other calls
Target sequence (Q9NXA8 whole entry, looked up): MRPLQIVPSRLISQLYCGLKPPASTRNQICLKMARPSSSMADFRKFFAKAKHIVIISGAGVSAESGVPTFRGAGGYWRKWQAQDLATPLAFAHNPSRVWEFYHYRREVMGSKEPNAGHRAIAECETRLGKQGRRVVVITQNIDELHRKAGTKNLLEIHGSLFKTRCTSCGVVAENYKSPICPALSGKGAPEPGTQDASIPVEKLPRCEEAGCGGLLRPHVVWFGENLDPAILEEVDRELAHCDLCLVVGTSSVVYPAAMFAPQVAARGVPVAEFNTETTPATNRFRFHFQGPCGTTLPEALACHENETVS
CASP6 VEID inh: inhibitors of human caspase-6; P55212; purified caspase-6, Z-VEID-R110 cleavage fluorescence; inhibition, % at 12.5 µM; 350,000 tested, 0.53% active;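 active = mean inhibition across replicates at least about 35%, with every replicate also reaching that limit, limit read from the data; inconclusive = only one of the two criteria met; inactive = neither criterion met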;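 also: 0% = median of neutral control wells and 100% = no fluorescence left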
Target sequence (P55212 24-179 limits assumed): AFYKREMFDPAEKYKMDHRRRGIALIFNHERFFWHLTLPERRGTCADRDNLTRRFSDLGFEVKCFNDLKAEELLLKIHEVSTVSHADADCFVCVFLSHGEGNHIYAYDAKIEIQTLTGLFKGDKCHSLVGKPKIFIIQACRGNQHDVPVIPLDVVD
Target sequence (P55212 194-293 limits assumed): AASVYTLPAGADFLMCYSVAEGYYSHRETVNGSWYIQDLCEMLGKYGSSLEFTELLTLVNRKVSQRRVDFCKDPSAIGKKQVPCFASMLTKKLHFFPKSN
DENV2 CPE rescue: DENV2-induced cell death inhibition; AID 651640; CPE inhibition, % at 9.99 µM; 350,000 tested, 1.7% active; DENV2-infected cells, cytopathic effect rescue, plate reader; in the data active = CPE inhibition above about 20%, passing the limit was not always enough; inconclusive = no clear call, values can overlap the other calls; tested in BHK-21 cells;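 also: 0% = median of neutral control wells and 100% = median of positive control wells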
ARNT TACC3 PPI: disruptors of human ARNT/TACC3 interaction. Q9Y6A5. AlphaScreen His-ARNT PAS-B/GST-TACC3 binding, luminescence; TACC3 fragment carries E629A point mutation. inhibition, % at 9.99 µM. 390,000 tested, 0.66% active. AID 623870;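 active = mean inhibition of replicates at least 50% and at least half of replicates each reaching 50%; inconclusive = half or more replicates reach 50% but mean below 50%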;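 also: 0% = complete ARNT plus TACC3 wells and 100% = ARNT alone without TACC3; many hits fall short of the cut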
PAX8 inh HTS: lowers PAX8-driven luciferase in RMG-I cells | RMG-I TPO-luciferase reporter, SteadyGlo, 24 h | inhibition, % at 12.6 µM | 360,000 tested, 1.2% active | AID 652154;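 active = mean replicate inhibition at least 60% with every replicate also reaching 60%; inconclusive = only one of the two criteria is met; inactive = mean below 60% and not all replicates reaching 60%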;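 also: luciferase light reporting Pax8 driven TPO promoter activity; plate controls were median of neutral control wells for no effect and mitoxantrone controls for full effect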
LGR2 inh: Drosophila LGR2 receptor signaling inhibition. 380,000 tested, 0.35% active. inhibition, % at 9.99 µM. HEK293 LGR2, CRE-luciferase, bursicon-stimulated, 4 h. AID 720647;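 active = drop in luminescence signal, shown as inhibition above about 50% in the replicate tests, limit read from the data, passing the limit was not always enough; inconclusive = probably only some replicates passing the limit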;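 also: agonist challenge used bursicon conditioned medium at about half maximal strength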
* marks the source's active call; other numbers are inactive results; u = inconclusive; x = not tested or not shown.

Results follow in this order: EWS-Fli block, SIRT5 inh, CASP6 VEID inh, DENV2 CPE rescue, ARNT TACC3 PPI, PAX8 inh HTS, LGR2 inh
> O=C(C[C@H]1CC[C@@H](NC(=O)C2CCC2)[C@H](CO)O1)NC1CCCCC1
  0, 4, -3, 14, 7, x, 11
> O=C(NCc1ccc(F)cc1)C(=O)NCC1CCCN1S(=O)(=O)c1ccccc1 (stereo not given)
  0, -5, 0, 19, 5, 19, 9
> CC1Cc2cc(S(=O)(=O)N3CCC(C(=O)N4CCCCC4)CC3)ccc2N1C(=O)C1CC1 (stereo not given)
  7, 0, 4, -5, -23, 21, 5
> Cc1ccc(-n2nc(C)cc2N)c(C)c1
  6, 3, 0, -4, -30, -2, 22
> NC(=NC1CCCCC1)c1ccc(Cl)cc1
  5, 5, -2, 3, -5, 7, -8
> CCC(=O)N1CCC2(CC1)CN(Cc1cccc(Cl)c1)[C@H](CO)c1c2c2ccc(OC)cc2n1C
  6, 3, 1, 3, x, 12, 7
> CCCS(=O)(=O)c1c(S(=O)(=O)CCC)c2cc(-c3ccncc3)ccn2c1C(=O)OC
  23, x, 1, 6, -1, -27, 2
> O=C(Cc1ccccc1[N+](=O)[O-])NCC(O)c1ccc2c(c1)OCO2 (stereo not given)
  10, x, 3, 6, 2, -4, -3
> COc1cccc(CC(=O)Nc2sc3c(c2C(N)=O)CCCC3)c1
  -12, -5, -2, 5, -3, -11, -2
> Cc1cc(N2C(=O)C(O)=C(C(=O)c3cc4ccccc4o3)C2c2ccc(OC(C)C)cc2)no1 (stereo not given)
  -19, 3, 2, -4, 0, 2, -6
> Cc1ccc(NS(=O)(=O)c2cccc(C(=O)NC3CCN(Cc4ccccc4)CC3)c2)c(C)c1
  14, 0, -3, u, 4, 15, 16
> Cc1cc(C)c(C#N)c(SCC(=O)N(CC(C)C)C2CCS(=O)(=O)C2)n1 (stereo not given)
  -4, -2, 2, 1, -3, 9, 16
> CSc1ccccc1C(=O)Nc1cccc([N+](=O)[O-])c1C
  -6, -5, -1, -2, -9, -6, 1
> COc1ccc(N2CCN(C(=O)[C@@H](NC(=O)c3ccccc3Cl)C(C)C)CC2)cc1
  -11, 16*, -1, -8, 7, -13, -10
> COc1ccccc1NS(=O)(=O)c1ccc(C(=O)N2CCN(c3ccccc3)CC2)cc1
  1, 2, 3, u, -1, 13, -3
> CC(C)n1c(O)c(N=NC(=O)CNC(=O)Cc2ccc(Cl)cc2)c2ccccc21
  x, 2, 3, -3, 9, 16, -31
> Cc1cccc2cc(CN(Cc3ccco3)C(=O)c3ccco3)c(=O)[nH]c12
  -7, -6, 5, 0, 1, -10, 0
> COc1ccc(S(=O)(=O)N2CC[C@H]3[C@H](CO)Nc4ccc(C#Cc5cccnc5)cc4[C@H]32)cc1
  2, 10, 0, -10, x, x, 18
> Cc1c(C(=O)N2CCOCC2)c(S(=O)(=O)Nc2cccc(Br)c2)c(C)n1C
  8, -4, 6, 5, 0, -2, 13
> O=C(O)/C=C\C(=O)Nc1cccc(NC(=O)c2ccccc2)c1
  4, 0, 1, -3, 29, -10, -32
> COc1ccccc1NC(=O)CN1CCN(CC(=O)Nc2ccc(C)c(F)c2)CC1
  1, -4, -2, -1, -6, 10, -13
> Cc1ccc(Sc2nc3c(c(=O)[nH]c(=O)n3C)n2CCc2ccccc2)cc1
  2, -1, -6, 8, -2, 3, x
> C[C@H]1CN([C@@H](C)CO)C(=O)c2cccc(NS(=O)(=O)c3cccs3)c2O[C@@H]1CN(C)C(=O)NC1CCCCC1
  -1, -2, 1, 5, -9, x, -2
> Cc1ccc(NC(=O)c2scc3c2CCCC3)cc1
  -152, 0, -1, 2, -14, 51, -78
> C[C@@H]1CN([C@@H](C)CO)C(=O)c2c(c3ccccc3n2C)-c2ccccc2CO[C@@H]1CN(C)C(=O)[C@H]1CCCN1C
  1, 1, 1, 12, 1, -13, 3
> CC1(C)C(=O)Nc2ccccc2N1C(=O)CN1C(=O)NC(CCc2ccccc2)C1=O (stereo not given)
  5, 4, 13, 5, x, -4, -19
> CC(C)CCOc1ccccc1C(N)=O
  7, 2, -3, 1, x, -6, -41
> COc1ccc(NC(=O)N[C@@H]2CC[C@@H](CCNC(=O)c3cc(Cl)cc(Cl)c3)O[C@H]2CO)cc1
  -5, 2, 0, -3, 3, -1, 28
> Cc1cc(NC(=O)NN2CCOCC2)nn1-c1c(Cl)cc(Cl)cc1Cl
  0, 0, 3, -7, 3, 6, x
> COC(=O)N1[C@H](C)C=C[C@]1(Cc1ccccc1)C(=O)OC
  2, x, 3, -2, -2, -2, -4
> CCCOc1ccc(NC(=O)CCC(=O)NC(C)c2ccccc2)cc1 (stereo not given)
  3, -6, -3, -5, -7, 7, -1
> C[C@H]1CN([C@@H](C)CO)C(=O)c2cc(NS(=O)(=O)c3cccs3)ccc2O[C@H]1CN(C)Cc1ccc(Oc2ccccc2)cc1
  15, 10, 3, -3, -3, x, 6
> CCCCn1cnc2c1c(=O)n(C)c(=O)n2C
  x, 1, 0, x, -1, -1, -14
> O=c1sc2ccccc2c(=O)n1Cc1ccccc1F
  -4, -1, -3, -1, 1, -10, -4
> C[C@H]1CN([C@@H](C)CO)C(=O)c2cc(NC(=O)Cn3cnnn3)ccc2O[C@@H]1CN(C)CC1CCCCC1
  -4, -1, -5, x, 2, x, -16
> COc1cccc(CN2CCN(Cc3ccc4c(c3)OCCO4)CC2CCO)c1 (stereo not given)
  1, 6, 2, -2, -2, 8, -10
> COCCNC(=O)c1cc(C(=O)CC(C)C)c[nH]1
  -2, 0, 1, 0, 2, -1, x
> Nc1ccc2nc(N)sc2c1
  -13, x, 1, 4, -3, 4, -4
> CN(C)CCCNC(=O)[C@@H]1[C@@H](CO)[C@@H]2Cn3c(ccc(-c4ccc(F)cc4)c3=O)[C@H]1N2C
  2, -5, -22, -2, -1, -13, -19
> Cc1cccc(Cn2c(C)nc3ccc([N+](=O)[O-])cc3c2=O)c1
  13, 0, 1, 2, -5, 8, -11
> CCOC(=O)c1c(-n2cccc2)sc2c1CCCC2=O
  11, -1, -2, 5, 4, -3, 2
> Cc1cccc(C)c1NC(=O)C(c1ccc(C(F)(F)F)cc1)n1c(=O)c(-c2ccco2)nc2ccccc21 (stereo not given)
  0, -2, 2, u, x, 5, 2
> COc1cccc(NC(=O)N(C)C[C@@H]2Oc3cc(-c4ccccc4F)ccc3S(=O)(=O)N([C@@H](C)CO)C[C@H]2C)c1
  12, 8, 4, -2, 0, x, 22
> CCC(=O)N1C[C@H](C)[C@H](OC)CN(C)C(=O)c2cc(NC(=O)Nc3ccccc3)ccc2OC[C@@H]1C
  8, 1, x, x, x, 0, 16
> Cc1coc2cc3oc(=O)c(CCC(=O)NCCCn4ccnc4)c(C)c3cc12
  -8, -4, 0, -12, -2, x, -15
> COc1ccc(C#Cc2cnc3c(c2)C(=O)N([C@@H](C)CO)C[C@@H](C)[C@@H](CN(C)C(C)=O)O3)cc1
  -16, -2, -1, -1, x, 7, 7
> CC(C)(C)C(=O)N1CCN(c2nc3ccccc3s2)CC1
  x, 0, -10, -5, 0, -185, -74
> CC1CN(C(=O)/C=C/c2ccccc2Cl)CC(C)O1 (stereo not given)
  5, 1, 2, -1, 12, 25, -2
> C[C@@H]1CN([C@@H](C)CO)C(=O)Cc2cc(NC(=O)C3CC3)ccc2O[C@H]1CN(C)S(C)(=O)=O
  0, 2, 1, 4, 2, -5, 6
> CCNC(=O)C[C@@H]1CC[C@H]2[C@@H](COc3ccc(NS(C)(=O)=O)cc3C(=O)N2C)O1
  3, -3, 3, -6, -4, -10, 11
> C[C@@H]1CN([C@@H](C)CO)C(=O)c2cc(N(C)C)ccc2O[C@H]1CN(C)C(=O)Nc1ccc2c(c1)OCO2
  -1, 10, 1, 40*, -6, -14, -30
> Cc1cccc(N2CC(C(=O)Nc3ccc4c(c3)OCCO4)CC2=O)c1C (stereo not given)
  10, -2, 5, -5, 5, 11, 5
> CC1=C(C(=O)N2CCOCC2)CC(CC(=O)NCc2cccs2)C(=O)N1Cc1ccccc1 (stereo not given)
  0, -5, 5, -17, x, -26, -7
> O=C(CSc1nc2ccccc2[nH]1)Nc1ccc(N2CCOCC2)cc1
  x, -3, 2, u, 0, -6, -20
> COC(=O)NNC(=O)CCCOc1ccc(Cl)cc1Cl
  3, 6, 1, -5, -5, 2, 4
> C=CCCC(=O)N1C[C@H]2CON(C)[C@H]2C[C@H]1c1cccc(N2CCOCC2)c1
  -9, -6, -3, -13, x, -4, -20
> C[C@@H]1CN([C@H](C)CO)C(=O)c2cccc(NS(=O)(=O)c3ccc(F)cc3)c2O[C@@H]1CN(C)S(=O)(=O)c1ccc(Cl)cc1
  -2, 2, -1, u, 6, x, -3
> O=c1[nH]c(C2CCN(S(=O)(=O)c3ccccc3F)CC2)nc2c1nnn2Cc1ccc(OC(F)(F)F)cc1
  10, -1, 5, -4, -1, -5, 14
> CCOC(=O)c1sc(=NC(=O)c2ccc(S(=O)(=O)N(C)c3ccccc3)cc2)n(C)c1C
  3, -4, 0, -7, 5, -1, 7
> CCOc1cccc(C(=O)Nc2ccccc2C(=O)N2CCOCC2)c1
  9, -2, 2, -6, -10, 8, 1

Part of the list above with just LGR2 inh.
mol	LGR2 inh
CC1=C(C(=O)N2CCOCC2)CC(CC(=O)NCc2cccs2)C(=O)N1Cc1ccccc1 (stereo not given)	-7
Cc1cccc2cc(CN(Cc3ccco3)C(=O)c3ccco3)c(=O)[nH]c12	0

The list continues.
Results follow in this order: EWS-Fli block, SIRT5 inh, CASP6 VEID inh, DENV2 CPE rescue, ARNT TACC3 PPI, PAX8 inh HTS, LGR2 inh
> CN(C)C(=S)SCC(=O)NCc1ccc(F)cc1
  -19, 0, 0, -1, 6, -6, -13
> C[C@@H]1CN([C@H](C)CO)C(=O)c2cccc(N(C)C)c2O[C@H]1CN(C)Cc1ccc(Oc2ccccc2)cc1
  8, 0, 1, 3, 6, 18, 17
> COc1ccc(CNC(=O)C[C@H]2CC[C@H](NC(=O)Nc3ccc4c(c3)OCO4)[C@H](CO)O2)cc1
  -10, 2, -1, 2, -4, 9, 9
> COc1cccc(-c2ccc3c(c2)O[C@H](CN(C)C(=O)C2CCCCC2)[C@H](C)CN([C@@H](C)CO)S3(=O)=O)c1
  3, u, 0, 4, 4, 26, -2
> CC(c1ccon1)N(C)C(=O)CCc1nnc(Cc2ccc(-c3ccccc3)cc2)o1 (stereo not given)
  -22, -10, 2, -1, -5, -42, 2
> O=C(NN=Cc1ccc2c(c1)OCO2)C1CC1
  -66, x, -1, 4, -2, -72, -9
> O=C(C[C@@H]1C[C@@H]2c3cc(NC(=O)Nc4ccccc4F)ccc3O[C@@H]2[C@H](CO)O1)NCc1ccccn1
  -2, 3, 1, 5, -9, 5, 27
> Cc1ccc(NC(=O)NNC(=O)COc2ccc3ccccc3c2)cc1
  2, -14, -1, -4, -1, 15, -11
> CC(C)C(OC(=O)c1ccco1)C(=O)NC1CCCC1 (stereo not given)
  -1, -28, -3, -11, -5, -4, 4
> COc1ccc(S(=O)(=O)Nc2ccc3c(c2)OC[C@H](C)NC[C@@H](C)[C@H](OC)CN(C)C3=O)cc1
  -6, -13, 2, -4, -8, -4, 43
> CC(C)C[C@@H](CN1CCC[C@@H]1CN1C(=S)NC[C@@H]1Cc1ccccc1)N1C[C@H](Cc2ccc(O)cc2)N(CC2CCCCC2)C1=S
  -4, -9, -4, -9, x, 3, 15
> CCOC(=O)Cc1csc(Nc2ccc(Cl)cc2)n1
  10, 0, -1, -8, 0, -3, -16
> Cc1ccnc(NS(=O)(=O)c2ccc(NC(=O)CSc3nc(-c4ccccc4)cc(=O)[nH]3)cc2)n1
  11, -3, 4, 11, -3, 8, 14
> COc1ccc(CCNS(=O)(=O)c2cc(C(=O)O)c(Cl)cc2Cl)cc1
  -27, -7, 2, -2, -7, -1, x
> CN(C)S(=O)(=O)n1cc(/C=C(\NC(=O)c2ccccc2F)C(=O)NCCN2CCOCC2)c2ccccc21
  1, 1, 0, -1, x, -1, 15
> Cc1cc(C)c(C(=O)OCC(=O)NC(=O)c2ccccc2)c(C)c1
  -5, -3, 10, u, -3, -5, 0
> CC(NC(=O)C1=CC=CN2CCS(=O)(=O)N=C12)c1ccc(Cl)c(Cl)c1 (stereo not given)
  -2, 3, 0, u, x, 5, -11
